Large T inhibition – TAg ATPase/helicase activity blockers – biochemical (AID 1903); SV40 large T antigen ATPase/helicase inhibition assay; higher % means a stronger effect; inhibition, % at 20 µM; hits with a dose series show IC50 in µM; 0.39% of 310,000 active; in the data active means a potency from the dose series; further: strong numbers were not always called active
GPR55 antagonists – GPR55 antagonists blocking LPI-driven arrestin recruitment, primary screen, imaging, U2OS, beta-arrestin-GFP, LPI agonist (AID 2013). U2OS GPR55 beta-arrestin-GFP translocation imaging, LPI antagonism; higher % means a stronger effect. inhibition, % at 10 µM; hits with a dose series show IC50 in µM. 0.13% of 290,000 active;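 active means spots per cell inhibited over 60%, with over 100 cells counted and total cytoplasm intensity under 500,000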;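 further: U2OS cells stably carrying GPR55 and arrestin-GFP stimulated by 5 µM LPI near EC80; imaged beta-arrestin-GFP aggregate spots per cell after agonist stimulation; plate controls were LPI-stimulated DMSO wells for no effect and DMSO wells without LPI for full effect; some results filed as inactive read as strong as hits; confirmed hits need IC50 under 10 µM and bright autofluorescent wells are also inconclusive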
T cell modulator – T cell immune modulation candidate; 2C CD8+ T cell-vesicle binding, flow cytometry; active compounds read low; calls only at 7 µM; 0.068% of 330,000 active; AID 2052;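 active means response, share of CD8 T cells binding vesicles, and their 90th percentile fluorescence all below set limits, cut at about 80% in these data, passing the limit was not always enough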
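Assay system: 2C TCR transgenic mouse naive CD8+ T cells, MACS-purified | Read-out: CD8+ gate FL2 mean fluorescence as % of same-row positive control | Signal: High-throughput flow cytometry with anti-B7-1 and anti-CD8 staining | Timing: Binding step 1.5 h, 37 °C, antibody labelling 20 min, ice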
Rac1 GTP hydrolysis – MgcRacGAP GTPase-activating activity inhibitors, confirmation, biochemical, ADP Hunter fluorescence. 0.6% of 340,000 active. one-dose inhibition, % at 30 µM; IC50 in µM for titrated hits. MgcRacGAP-stimulated Rac1 GTP hydrolysis, ADP Hunter fluorescence; higher % means a stronger effect; GST-tagged Rac1 F28L mutant substrate;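 active means first-screen hits whose inhibition reached a set limit at any dose in the follow-up dose series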;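 further: fluorescence reports GDP produced by GAP-driven GTP hydrolysis; strong numbers were not always called active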
Hep lipid drop – hepatic lipid droplet formation modulation. 0.4% of 240,000 active. inhibition, % at 6.5 µM. AML12 mouse hepatocytes, oleate lipid droplets, BODIPY imaging;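 active means lipid droplet intensity inhibited by at least 50%, with more than 500 cells counted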
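Technique: fluorescence imaging, 20x objective, two fields per well / Assay system: AML12 hepatocytes (mouse) / Measure: % inhibition of lipid droplet signal / Doses: 6.5 µM single-point dosing / Incubation: overnight exposure / Reagent: 100 µM oleic acid challenge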
NTR1 agonist – agonists of NTR1, primary screen, imaging, U2OS cells, beta-arrestin-GFP, high content (AID 493036). NTR1-U2OS beta-arrestin-GFP spot imaging, agonist mode. 0.17% of 330,000 active. activation, % at 20 µM. P30989;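 active means activation at or above 40% of the spot to cytoplasm intensity ratio, with at least 20 cells analyzed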;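 further: 0% = DMSO without peptide and 100% = 100 nM NTR1 peptide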
Target sequence (P30989 whole entry, looked up): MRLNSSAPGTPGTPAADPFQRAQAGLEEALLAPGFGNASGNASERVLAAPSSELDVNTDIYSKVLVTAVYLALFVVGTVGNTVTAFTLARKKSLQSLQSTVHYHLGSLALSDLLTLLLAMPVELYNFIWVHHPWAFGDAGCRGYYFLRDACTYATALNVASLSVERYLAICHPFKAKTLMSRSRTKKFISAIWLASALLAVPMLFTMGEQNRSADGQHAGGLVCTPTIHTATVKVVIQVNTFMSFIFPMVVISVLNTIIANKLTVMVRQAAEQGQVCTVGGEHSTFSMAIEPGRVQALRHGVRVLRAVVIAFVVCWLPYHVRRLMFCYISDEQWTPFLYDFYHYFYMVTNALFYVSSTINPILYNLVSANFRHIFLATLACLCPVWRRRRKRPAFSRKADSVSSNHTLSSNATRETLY
GPR35 arrestin U2OS – GPR35 antagonists blocking zaprinast-driven arrestin recruitment, primary screen, imaging, U2OS, beta-arrestin-GFP, zaprinast agonist (AID 2058) | inhibition, % at 10 µM; hits with a dose series show IC50 in µM | 0.052% of 290,000 active | U2OS GPR35 beta-arrestin-GFP translocation imaging, zaprinast antagonism; higher % means a stronger effect;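 active means inhibition of at least 50% with at least 30 cells and total cytoplasm GFP at most 10,000,000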
LYP inhibition – inhibitors of LYP phosphatase, biochemical, fluorescence intensity, uHTS (AID 1779). inhibition, % at 11.5 µM, or IC50 in µM where a hit was titrated. recombinant LYP phosphatase, fluorescence intensity; higher % means a stronger effect. 0.054% of 290,000 active; in the data active means inhibition above about 50%;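 further: plate controls were vehicle with enzyme for no effect and no enzyme for full effect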
GPR55 activation – GPR55 agonists via beta-arrestin recruitment, primary screen, imaging, U2OS cells, beta-arrestin-GFP redistribution (AID 1961) | U2OS GPR55 beta-arrestin-GFP redistribution imaging; higher % means a stronger effect | 0.048% of 290,000 active | activation, % at 10 µM, or EC50 in µM where a hit was titrated;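 active means activation above 40% with more than 50 cells counted in the well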;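 further: U2OS osteosarcoma cells stably expressing GPR55 and beta-arrestin-GFP; plate controls were DMSO negative control for no effect and LPI positive control for full effect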
Hep lipid drop cells 6.5 µM – second read-out of Hep lipid drop, no call of its own (marks repeat the call); cell count; measured here: cell count, cytotoxicity flag;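 cells counted across two imaged fields per well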
T cell modulator vesicle-bound % – further read-out of T cell modulator, marked with its call; double positive events, %; measured here: CD8+ vesicle-bound cell fraction;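 binding gate set so that unloaded-vesicle control wells show 10% double positive cells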
NTR1 agonist cell count 20 µM – second read-out of NTR1 agonist, no call of its own (marks repeat the call); cell count; measured here: cell count, cytotoxicity flag
* hit, by the source's call; i = inactive; . = no result given. Compounds as they come; 1.8% or so of the library scored in one or more.

1: CCCCC(=O)Nc1ccc(C(=O)N2CCN(c3ccccc3OC)CC2)cc1
2: COC(=O)C(=O)/C=C(\O)c1c(C)cc(C)cc1C
3: COCCn1c(SCc2ccc(OC)c(F)c2)nnc1-c1ccncc1
4: Cc1ccccc1OCC(=O)Nc1cccc2nsnc12
5: Cc1ccc(C)c(NS(=O)(=O)c2ccc3[nH]c(=O)oc3c2)c1
6: Cc1nc(-c2ccc(Cl)cc2)sc1C1(C)CC(c2cccc(F)c2)=NO1 (centres undefined)
7: CCOC(=O)c1c(C)n(C)c2ccc(OC)c(NC(=O)CN3CCN(Cc4ccccc4)CC3)c12
8: CCOC(=O)C1=C2NC(=O)c3ccccc3N2C(=O)C1

screen / no. | 1 | 2 | 3 | 4 | 5 | 6 | 7 | 8
Large T inhibition | -2% | 18% | 1% | 15% | 14% | 15% | 12% | 8%
GPR55 antagonists | 3% | 7% | 6% | 3% | 16% | -7% | 5% | 2%
T cell modulator | i | i | i | i | i | i | i | i
T cell modulator vesicle-bound % | 25 | 46 | 44 | 40 | 37 | 6 | 52 | 53
Rac1 GTP hydrolysis | 15% | 8% | 3% | 14% | 10% | 7% | 8% | -1%
Hep lipid drop | 1 | -12 | -6 | -15 | 1 | -7 | . | 2
Hep lipid drop cells 6.5 µM | 679 | 641 | 731 | 671 | 750 | 717 | . | 698
NTR1 agonist | 0.6 | 1.8 | 0.6 | 1.0 | 1.9 | -2.3 | 0.7 | -0.1
NTR1 agonist cell count 20 µM | 67 | 67 | 38 | 58 | 24 | 92 | 85 | 44
GPR35 arrestin U2OS | 5% | 23% | 14% | -13% | 6% | 4% | -5% | 1%
LYP inhibition | -3% | 0% | -5% | -9% | 2% | -2% | 0% | -2%
GPR55 activation | -0.1% | -0.1% | -0.2% | -0.3% | 0.2% | -0.1% | -0.2% | -0.1%

9: O=C(NCCC1CCCCN1S(=O)(=O)c1cccs1)C(=O)Nc1cccc(F)c1 (centres undefined)
10: COC(=O)C1CSC(C(=O)OC)N1C(=O)CN1CC(C)OC(C)C1 (centres undefined)
11: O=C(NC(=S)NCCC1=CCCCC1)c1ccccc1Br
12: Cc1csc(Sc2ccc([N+](=O)[O-])cc2C(=O)OCC(=O)NC(=O)NC(C)(C)C)n1
13: COC(=O)c1cn(-c2cccc(C)n2)cn1
14: Cc1c(/C(O)=C2/C(=O)C(=O)N(CCN3CCOCC3)C2c2cccnc2)cnn1-c1ccccc1 (centres undefined)
15: Cc1ccc(CN(C)C(=O)c2cc(COc3cccc(C(F)(F)F)c3)on2)o1
16: Nc1nc(-c2ccccc2)nc2sc3c(c12)CCCC3

screen / no. | 9 | 10 | 11 | 12 | 13 | 14 | 15 | 16
Large T inhibition | 10% | 4% | 7% | -1% | -1% | 7% | 8% | 5%
GPR55 antagonists | . | 2% | 75%* | -1% | -17% | 3% | 10% | -3%
T cell modulator | i | i | i | i | i | i | i | i
T cell modulator vesicle-bound % | 40 | 6 | 68 | 20 | 40 | 52 | 10 | 54
Rac1 GTP hydrolysis | 4% | 6% | 12% | 6% | 4% | 7% | 2% | 3%
Hep lipid drop | . | -3 | -2 | 5 | -15 | -7 | -8 | 42
Hep lipid drop cells 6.5 µM | . | 688 | 692 | 818 | 741 | 833 | 821 | 580
NTR1 agonist | 1.8 | 1.0 | 13 | 6.7 | 1.9 | 1.6 | 2.1 | 8.4
NTR1 agonist cell count 20 µM | 44 | 65 | 42 | 68 | 33 | 52 | 67 | 67
GPR35 arrestin U2OS | . | -5% | 18% | 9% | 4% | 11% | 9% | -1%
LYP inhibition | . | -5% | -5% | 0% | -7% | -2% | -4% | 0%
GPR55 activation | . | -0.3% | 0.5% | -0.2% | 0.0% | -0.2% | -0.1% | -0.1%

17: Cc1nnc(SCc2ccccc2Cl)n1CC1CCCO1 (centres undefined)
18: Cc1ccc(S(=O)(=O)NCC(=O)NC2CC2)cc1
19: O=C(c1cccc(F)c1)N1CCN(Cc2c[nH]c3ccccc23)CC1
20: Cc1ccc2c(c1C)NC(=O)C2(O)CC(=O)c1ccc2c(c1)OCO2 (centres undefined)
21: Cn1cc([N+](=O)[O-])c(C(=O)N/N=C/c2ccncc2)n1
22: CCN(CC)S(=O)(=O)c1ccc(S(=O)(=O)Nc2c(C)nn(C)c2C)cc1
23: Cc1ccc(-c2nnc(N3CCC(C)CC3)c3ccccc23)cc1
24: COc1ccc(C(=O)COC(=O)c2ccc(OC)c(OC)c2)cc1OC

screen / no. | 17 | 18 | 19 | 20 | 21 | 22 | 23 | 24
Large T inhibition | 4% | 4% | -1% | 5% | -7% | 7% | 5% | 8%
GPR55 antagonists | -13% | 7% | -12% | 11% | 11% | . | -2% | 6%
T cell modulator | i | i | i | i | i | i | i | i
T cell modulator vesicle-bound % | 25 | 74 | 2 | 14 | 12 | 24 | 58 | 43
Rac1 GTP hydrolysis | 0% | 4% | 30% | -7% | 0% | 6% | 7% | 5%
Hep lipid drop | . | 0 | . | -20 | 6 | . | 26 | -1
Hep lipid drop cells 6.5 µM | . | 804 | . | 732 | 828 | . | 662 | 791
NTR1 agonist | 0.0 | 0.5 | -1.0 | -0.1 | 0.1 | 1.2 | 13 | -0.5
NTR1 agonist cell count 20 µM | 85 | 45 | 7 | 71 | 48 | 70 | 40 | 65
GPR35 arrestin U2OS | 3% | -1% | 11% | 7% | -18% | . | -1% | -8%
LYP inhibition | 0% | -9% | -7% | 0% | -4% | . | 8% | -3%
GPR55 activation | -0.2% | -0.1% | -0.1% | 0.0% | 0.0% | . | -0.4% | 0.0%

25: CCOc1ccc2nc(N(CCN(CC)CC)C(=O)c3cccc([N+](=O)[O-])c3)sc2c1
26: COc1ccc(C(CNC(=O)c2oc3ccc(F)cc3c2C)N2CCCCC2)cc1 (centres undefined)
27: CCOc1ccc(C2Oc3nc(SC)nnc3-c3ccccc3N2C(C)=O)cc1OC (centres undefined)
28: Nc1nc(Cl)cc(=O)n1Cc1ccc(Cl)cc1
29: O=C(COC(=O)COc1ccc(Nc2ccccc2)cc1)NCc1ccco1
30: COc1cc2c(cc1OC)CN(C(=O)c1cccc([N+](=O)[O-])c1)CC2
31: CCOC(=O)c1cn(-c2ccccc2CO)c2c(F)c(F)c(F)cc2c1=O
32: COc1ccc(Br)cc1S(=O)(=O)Nc1ccc(Cl)cn1

screen / no. | 25 | 26 | 27 | 28 | 29 | 30 | 31 | 32
Large T inhibition | 0% | 11% | 3% | 20% | 27% | 12% | 4% | 5%
GPR55 antagonists | 10% | 31% | 4% | . | 20% | 4% | 5% | -8%
T cell modulator | i | i | i | i | i | i | i | i
T cell modulator vesicle-bound % | 34 | 10 | 65 | 23 | 11 | 18 | 15 | 64
Rac1 GTP hydrolysis | 5% | 8% | -1% | -2% | 77µM* | 4% | 2% | 9%
Hep lipid drop | -1 | -6 | -9 | . | . | -4 | . | -10
Hep lipid drop cells 6.5 µM | 694 | 737 | 685 | . | . | 717 | . | 828
NTR1 agonist | 0.0 | 9.7 | -0.8 | 2.4 | 1.2 | -0.5 | 0.2 | 2.7
NTR1 agonist cell count 20 µM | 51 | 46 | 66 | 45 | 25 | 45 | 71 | 61
GPR35 arrestin U2OS | -6% | -4% | -10% | . | 5% | -1% | 2% | 12%
LYP inhibition | -3% | -5% | 6% | . | 2% | -9% | 0% | -6%
GPR55 activation | 0.3% | 0.6% | 0.2% | . | -0.2% | -0.1% | 0.2% | 0.2%

33: COc1ccccc1-c1cn(-c2ccccc2)c(=S)[nH]1
34: CCCCC(CCCC)=N/N=C/c1c(O)n(CC)c2cc(C3=NNC(=O)CC3)ccc12
35: CN(C)S(=O)(=O)n1cc(/C=C(\NC(=O)c2ccccc2F)C(=O)NCCCN2CCOCC2)c2ccccc21
36: CC(=O)Nc1nc(-c2ccc(Cl)cc2)nc(C)c1C(C)=O
37: Cc1ccnc(NS(=O)(=O)c2ccc(NS(=O)(=O)c3ccccc3)cc2)n1
38: O=S(=O)(c1cccc2nsnc12)N1CCCC1
39: CCOC(=O)N1CCN(C(=O)c2ccc(C)c(S(=O)(=O)Nc3cccc(C)c3C)c2)CC1
40: Cc1ccc(CNC(=O)CCC2CCCN(Cc3c(C)nn(C(C)C)c3C)C2)o1 (centres undefined)

screen / no. | 33 | 34 | 35 | 36 | 37 | 38 | 39 | 40
Large T inhibition | -6% | 8% | 5% | 9% | 19% | 7% | 0% | 4%
GPR55 antagonists | 0% | 6% | 9% | 0% | 6% | 1% | -11% | 9%
T cell modulator | i | i | i | i | i | i | i | i
T cell modulator vesicle-bound % | 37 | 32 | 16 | 41 | 42 | 50 | 10 | 53
Rac1 GTP hydrolysis | 10% | 14% | 7% | 12% | 3% | 10% | 5% | 2%
Hep lipid drop | . | 20 | -17 | 6 | -1 | 16 | -13 | 9
Hep lipid drop cells 6.5 µM | . | 773 | 759 | 661 | 735 | 733 | 761 | 766
NTR1 agonist | 0.6 | 0.2 | 0.8 | 0.5 | -0.2 | -1.1 | -0.1 | -1.4
NTR1 agonist cell count 20 µM | 80 | 58 | 65 | 62 | 54 | 62 | 48 | 88
GPR35 arrestin U2OS | 1% | -5% | -13% | -1% | 8% | -8% | -9% | -6%
LYP inhibition | -7% | -1% | -9% | 1% | 0% | -2% | -3% | -9%
GPR55 activation | 0.3% | 1.6% | -0.2% | 0.6% | -0.3% | 0.1% | 0.0% | -0.1%

Screens as filed in PubChem.
